Compound activity: PubChem, Sanford-Burnham Center for Chemical Genomics
GRIN3A LBD mod: modulates the human NR3A ligand-binding domain; AID 1259313; Tm shift relative to glycine control, % at 25 µM; 2.5% of 340,000 active; NR3A LBD differential scanning fluorimetry, Tm shift; 0% = protein alone, 100% = glycine-bound protein;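 active = melting temperature shift of at least 10% of the positive control shift, at one fixed dose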
Mdm2 MdmX PPI: human Mdm2/MdmX binding inhibition; SaOS-2 split-luciferase Mdm2/MdmX complementation, luminescence; inhibition, % at 8 µM; O15151+Q00987; AID 485346; 3% of 330,000 active;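 active = inhibition of at least 50% at 8 µM in the primary screen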
Target sequence (O15151 whole entry, looked up): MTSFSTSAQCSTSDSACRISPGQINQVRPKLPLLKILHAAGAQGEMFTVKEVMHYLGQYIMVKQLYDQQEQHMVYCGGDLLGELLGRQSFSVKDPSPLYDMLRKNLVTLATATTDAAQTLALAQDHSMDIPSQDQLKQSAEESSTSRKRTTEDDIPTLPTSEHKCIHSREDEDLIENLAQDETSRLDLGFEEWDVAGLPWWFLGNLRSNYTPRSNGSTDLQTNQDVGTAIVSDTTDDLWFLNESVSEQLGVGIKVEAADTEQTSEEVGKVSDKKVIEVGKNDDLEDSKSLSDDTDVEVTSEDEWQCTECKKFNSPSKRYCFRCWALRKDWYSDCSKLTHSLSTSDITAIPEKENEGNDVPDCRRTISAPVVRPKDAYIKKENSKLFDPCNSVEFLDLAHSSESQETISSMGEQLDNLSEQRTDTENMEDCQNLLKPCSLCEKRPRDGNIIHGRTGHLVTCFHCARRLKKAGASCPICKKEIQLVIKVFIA
Target sequence (Q00987 whole entry, looked up): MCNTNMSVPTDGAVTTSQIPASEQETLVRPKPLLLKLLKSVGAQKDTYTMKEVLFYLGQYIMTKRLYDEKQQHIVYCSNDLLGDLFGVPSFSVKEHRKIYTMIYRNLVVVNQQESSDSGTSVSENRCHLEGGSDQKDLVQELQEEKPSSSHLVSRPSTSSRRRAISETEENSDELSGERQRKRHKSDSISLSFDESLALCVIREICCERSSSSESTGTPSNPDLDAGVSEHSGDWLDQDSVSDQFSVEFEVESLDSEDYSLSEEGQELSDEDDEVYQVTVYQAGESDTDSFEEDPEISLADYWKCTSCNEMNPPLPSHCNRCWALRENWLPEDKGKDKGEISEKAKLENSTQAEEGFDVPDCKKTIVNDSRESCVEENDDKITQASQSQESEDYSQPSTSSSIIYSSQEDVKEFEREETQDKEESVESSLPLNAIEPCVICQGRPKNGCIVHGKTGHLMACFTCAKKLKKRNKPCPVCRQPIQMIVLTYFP
XBP1 UPR activ: activators of adaptive arm of unfolded protein response (XBP1); CHO-XBP1 luciferase reporter, IRE1-XBP1 UPR activation, luminescence; percent of tunicamycin response, DMSO as zero; activation, % at 20 µM; 0.33% of 330,000 active; AID 463104;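 active = versus positive control, 20 µM dose yields 30% or more activation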;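 also: 100% = tunicamycin at 10 µg/mL and 0% = DMSO only wells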
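Material – CHO cell line with stable XBP1 luciferase reporter · Buffer or medium – F12 plus 10% FBS · Compound – single point, 20 µM final compound, 1% DMSO · Schedule – 16-18 h cell attachment at 37 °C, then 6 h compound exposure · Signal – Steady-Glo luminescence read · Benchmarks – high control tunicamycin 10 µg/mL final, low control DMSO vehicle only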
NALP3 yeast inh: NALP3 inhibition in yeast; Yeast reconstituted NLRP3/ASC/caspase-1, beta-gal luminescence, 24 h; inhibition, % at 10 µM; 0.39% of 330,000 active; AID 2825;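 active = inhibition of 50% or more; inactive = inhibition below 50%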;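 also: plate controls were induced DMSO wells for no effect and uninduced yeast grown without galactose for full effect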
tim23-1 inh: tim23-1 yeast growth inhibition | S. cerevisiae tim23-1 growth, BacTiter-Glo luminescence, 24 h | inhibition, % at 20 µM | 1.3% of 330,000 active | AID 463212;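 active = growth inhibition of the mutant yeast at or above 50%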;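 also: temperature-sensitive mutant grown at 25 °C; plate controls were DMSO-treated mutant yeast for no effect and medium wells lacking yeast for full effect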
TIM10 inh: growth inhibitors of TIM10 yeast strain; S. cerevisiae TIM10 strain growth, BacTiter-Glo luminescence, 24 h; inhibition, % at 10 µM; 1.4% of 330,000 active; AID 463195;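 active = inhibition of 40% or more at the single tested concentration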;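 also: wild-type TIM10 isogenic control strain grown at permissive 25 °C; 0% = DMSO yeast wells and 100% = minimal medium wells without yeast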
tim10-1 inh: growth inhibitors of tim10-1 mutant yeast. S. cerevisiae tim10-1 ts strain growth, BacTiter-Glo, 24 h. inhibition, % at 20 µM. 2.2% of 330,000 active. AID 463190;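 active = inhibition of at least 40%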;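 also: mutant grown at 25 °C; 0% = DMSO wells with yeast and 100% = wells holding no yeast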
APJ agonist: agonists of human APJ apelin receptor. 0.11% of 330,000 active. CHO-K1 APJ PathHunter beta-arrestin, luminescence; 0% DMSO wells, 100% apelin. P35414. activation, % at 20 µM. AID 2520;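 active = activation more than six SD over the plate average, tested at 20 µM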;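 also: 0% = DMSO alone and 100% = apelin-13 at 10 nM; some results filed as inactive read as strong as hits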
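Material: CHO-K1 APJ beta-arrestin complementation cell line; Input: cell density 1000 per well; Incubation: compound stimulation 90 min at 25 °C, detection 60 min; Signal: luminescence from split beta-galactosidase complementation, Galacton Star/Emerald II substrate; Controls: DMSO-only wells as negative, 10 nM Apelin-13 as positive control.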
CHOP UPR activ: activators of apoptotic arm of unfolded protein response (CHOP) | 0.34% of 330,000 active | activation, % at 10 µM | AID 449763 | CHO-CHOP luciferase reporter, UPR activation, luminescence; percent of tunicamycin response over DMSO baseline;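 active = at 10 µM dose, activation of 40% or more, normalized to positive control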;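 also: 100% = tunicamycin at 10 µg/mL and 0% = DMSO alone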
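Test system: CHO CHOP reporter cells. Input: 500 CHO-CHOP cells per well. Medium: F12 with 10% FBS. Technique: luciferase luminescence. Measure: percent activation relative to tunicamycin control. Dosing: 10 µM compound, 0.5% DMSO. Timing: 16-18 h cell attachment, then 6 h compound exposure, 37 °C.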
An asterisk follows results filed as active.

Results follow in this order: GRIN3A LBD mod, Mdm2 MdmX PPI, XBP1 UPR activ, NALP3 yeast inh, tim23-1 inh, TIM10 inh, tim10-1 inh, APJ agonist, CHOP UPR activ
- CC(C)Oc1ccc(C(=O)Nc2nc3ccccc3[nH]2)cc1
→ -2, 69*, -16, 11, 13, 17, -11, 1, -6.7
- O=C(COC(=O)CCNS(=O)(=O)c1ccccc1)NC1CC1
→ -1, 13, 0, 5, 2, 4, -14, 0, 0.0
- COc1ccc(Cn2nnc3c(=O)[nH]c(C4CCCN(C(=O)c5ccccc5)C4)nc32)cc1 (stereo not drawn)
→ -2, 11, -1, 14, 4, -13, 13, 1, -0.8
- COc1ccc(Cl)cc1NS(=O)(=O)c1cccc(C(=O)NC2CCC(O)CC2)c1 (stereo not drawn)
→ 1, 6, 0, 8, -18, -1, 3, -3, -1.8
- NS(=O)(=O)c1cccc(NC(=O)COC(=O)Cn2cc(C(F)(F)F)ccc2=O)c1
→ 1, 16, 0, 3, -1, 4, -1, -3, 0.5
- Nc1nnc(SC2CCCC2)s1
→ -3, -8, 0, 7, 11, 0, 14, 3, 1.2
- CCOC(=O)[C@H]1[C@H]2COc3ccccc3[C@@H]2N2C(=O)c3cc(F)ccc3NC(=O)[C@@]12C
→ 0, 1, -1, 1, 23, 13, 32, 1, 0.9
- CC1(C)CC(NC(=O)CCc2nnc(CCCCc3ccccc3)o2)CCO1 (stereo not drawn)
→ 0, 27, -2, -9, -1, 6, 13, -1, -0.2
- CC1CCCN(C(=O)CCCNC(=O)c2ccc(Cl)cc2)C1 (stereo not drawn)
→ 0, -15, -6, 18, 14, -9, 10, -5, 1.8
- CC1c2cc3c(cc2CCN1C(=O)c1cccc(Cl)c1)OCCCO3 (stereo not drawn)
→ 5, 57*, -2, 8, 6, -12, 36, -4, 0.2
- CCCn1c(=O)c2ccccc2n2c(SCCOc3ccc(C)cc3)nnc12
→ 0, -13, -2, 12, 44, 13, 20, -7, 0.8
- Cc1ccccc1NC(=S)N(C)Cc1cccs1
→ 5, 4, -2, -9, 6, 1, 11, 0, 1.5
- S=C(c1ccc(N2CCOCC2)cc1)N1CCCCC1
→ 0, 11, 0, 7, 1, -11, 20, -5, 2.0
- O=C(NC1=NCCS1)c1cc(-c2ccccc2)nn1-c1ccccc1
→ 0, 32, 0, -11, -7, 23, 18, -3, -0.5
- COc1ccccc1-n1cc(C(=O)NCC(=O)N2CCN(Cc3ccccc3)CC2)c2ccccc2c1=O
→ 0, 5, -2, 14, 7, 7, 8, 1, -0.2
- O=C(NCc1cccnc1)C1CCN(S(=O)(=O)c2cccs2)CC1
→ 0, -10, -1, -7, 2, -1, 4, -4, -0.5
- COc1cccc2cc(/C(=N/O)c3ccc(Br)cc3)oc12
→ -2, 49, -1, 17, 38, 31, 27, -1, 0.2
- COc1ccccc1Nc1nn2c(=O)c3ccc(C(=O)N4CCCC(C)C4)cc3nc2s1 (stereo not drawn)
→ -12, 31, 3, 6, 37, 23, 25, -6, 1.8
- Cc1nn(CC(=O)NC(=O)NC2CCCC(C)C2C)c(=O)c(C#N)c1C (stereo not drawn)
→ 2, -10, 0, 5, 7, 5, 2, -1, -0.2
- O=C(CSc1ccc(-c2ccc(F)cc2)nn1)Nc1ccc2c(c1)OCCO2
→ -13, -29, 1, 4, -2, 3, -4, -1, 1.1
- COc1ccc(NC(=O)Cc2ccsc2)cc1S(=O)(=O)N1CCOCC1
→ 0, -2, 0, 7, -4, 8, -4, 1, -1.7
- Cc1ccc(S(=O)(=O)N2CCOCC2)cc1C(=O)Nc1ccccc1F
→ 4, 27, -2, 18, 14, 6, 4, -6, 0.0
- c1ccc(CCNc2nc3ccccc3s2)cc1
→ -18, -23, 5, -19, 43, 6, 10, -5, 2.7
- COc1ccc(C2CC(=O)NC(=O)C2)cc1
→ -3, 5, 1, -5, 10, -9, 19, 0, 0.2
- CN(C)S(=O)(=O)c1ccc(C(=O)Nc2nc(-c3cc4ccccc4o3)cs2)cc1
→ 5, 9, 3, 8, 5, 3, 8, 0, 12
- COc1ccc(OC)c(C2C(C(C)=O)=C(O)C(=O)N2c2ccc(O)cc2)c1 (stereo not drawn)
→ -3, -4, 1, 4, 10, -13, 7, -3, -2.6
- O=C(Cc1ccccc1)NCC(=O)N/N=C/c1ccc(Cl)cc1
→ -1, 18, -3, 0, -4, -12, -21, -2, 0.1
- Cn1c(=O)oc2cc(S(=O)(=O)NCCN3CCCCCC3)ccc21
→ 1, 6, 4, -4, 3, -13, 1, -1, -0.4
- COc1ccc(CCNC(=O)CSc2nc3[nH]ncc3c(=O)n2-c2ccccc2OC)cc1OC
→ -4, 1, -5, -2, 3, 0, -1, -2, 0.4
- CC(N=c1ccccn1C(=O)Nc1ccc(Cl)cc1)c1ccco1 (stereo not drawn)
→ 24*, -14, 2, 16, -2, -4, 1, 2, 3.1
- CC(NC(=O)c1ccccc1OC(F)F)c1ccc(-n2ccnc2)cc1 (stereo not drawn)
→ 1, 4, -7, 5, -12, -3, -14, -1, -0.3
- CCN1C(=O)[C@H]2[C@@H](c3ccc(OC)cc3)N3C(=O)CN(CCOC)C(=O)[C@@]3(Cc3ccccc3)[C@H]2C1=O
→ 3, 15, -1, 13, 0, -1, -10, 5, 0.6
- O=[N+]([O-])c1cccc(/C([O-])=C(/C(=S)Nc2ccccc2F)[n+]2ccccc2)c1
→ -1, 25, 0, 7, 22, 17, 30, -4, 2.8
- CC(C)CCN1CCN(Cc2ccc(C(F)(F)F)cc2)CC1CCO (stereo not drawn)
→ -1, 15, -2, 19, 3, -11, -2, -4, -1.9
- O=S(=O)(c1ccccc1C(F)(F)F)N1CCOCC1
→ 0, 26, 5, 14, -12, -11, 1, -4, 2.4
- CCOc1ccc(S(=O)(=O)NCc2ccc3c(c2)OCO3)cc1NC(C)=O
→ 1, 9, -3, 5, 14, 5, 13, 0, 0.6
- O=C(CCc1ccccc1)NC(=S)NCc1ccco1
→ -1, 10, 1, 11, 36, 33, 34, -1, -0.7
- CCOC(=O)Cc1csc(NC(=O)Nc2ccc(F)cc2)n1
→ -5, 21, 0, -1, 12, 11, 8, 4, 1.8
- Cc1ccc(C)c(/C=N/NC(=S)NCCc2ccccc2)c1
→ -1, -7, 1, 20, 2, -5, 35, -2, 0.1
- O=C(CN1CCN(c2ccccc2O)CC1)NC(c1ccccc1)c1ccccc1
→ -6, -16, -3, 1, 28, 27, 12, -4, 0.9

Rewritten with bars between the fields: entries from further up
smiles | GRIN3A LBD mod | Mdm2 MdmX PPI | XBP1 UPR activ | NALP3 yeast inh | tim23-1 inh | TIM10 inh | tim10-1 inh | APJ agonist | CHOP UPR activ
COc1ccc(C2CC(=O)NC(=O)C2)cc1 | -3 | 5 | 1 | -5 | 10 | -9 | 19 | 0 | 0.2
O=S(=O)(c1ccccc1C(F)(F)F)N1CCOCC1 | 0 | 26 | 5 | 14 | -12 | -11 | 1 | -4 | 2.4
CCOc1ccc(S(=O)(=O)NCc2ccc3c(c2)OCO3)cc1NC(C)=O | 1 | 9 | -3 | 5 | 14 | 5 | 13 | 0 | 0.6

Other compounds follow:
Results follow in this order: GRIN3A LBD mod, Mdm2 MdmX PPI, XBP1 UPR activ, NALP3 yeast inh, tim23-1 inh, TIM10 inh, tim10-1 inh, APJ agonist, CHOP UPR activ
- C[C@H](NS(=O)(=O)c1c(Cl)cccc1Cl)C(=O)NNC(=O)COc1ccccc1F
→ 2, 19, -3, 4, -7, -3, 4, 0, 0.7
- O=C(/C=C/c1ccco1)NCc1ccco1
→ -1, 4, -1, 13, -9, -12, -8, -6, -0.5
- Cc1cc(N2CCN(C)CC2)nc2ccc(NC(=S)N3CCN(c4ccc(Cl)cc4)CC3)cc12
→ 0, 35, 0, 25, -19, 3, 4, -3, 0.3
- O=C(O)c1ccc(N2C(=O)CC(SC(=NCc3ccc4c(c3)OCO4)Nc3ccccc3)C2=O)cc1 (stereo not drawn)
→ -2, -18, -1, -4, 16, 10, 17, 0, 0.6
- CCOc1ccc(C2NC(=O)c3n[nH]c(C)c32)cc1 (stereo not drawn)
→ 0, -20, -1, 1, -8, 1, 6, 1, -0.1
- COC(=O)c1ccc2[nH]c(CO)c(-c3ccccc3)c2c1
→ -11, 29, -1, 1, 8, 8, 18, 0, -1.3
- O=C(Nc1ccc(F)cc1)NC1(C(=O)NCc2ccco2)CCCCC1
→ 1, 11, 3, 8, -7, -18, 9, -2, -1.1
- C#CCOC(=O)c1ccc(-n2cncn2)nc1
→ 2, 3, 0, 10, 3, 1, 5, -3, -1.1
- CCCCN1CC[C@H]2C=CC[C@@H](C(=O)N3CCOCC3)[C@H]2C1=O
→ 2, 16, -1, 10, -1, -4, -18, -3, -1.5
- CC1(C)CC(=O)C2=C(C1)N(CC1CCCO1)C(=O)C2(O)C(F)(F)F (stereo not drawn)
→ -1, 11, 1, 5, -9, -3, 11, -3, 0.2
- Cc1cccn2c(=O)c3cc(S(=O)(=O)c4ccc(F)cc4)c(=N)n(Cc4ccco4)c3nc12
→ -5, 8, -2, -5, 14, 1, 4, -2, 8.3
- Cc1ccccc1S(=O)(=O)Cc1ccc(C(=O)NCCN2CCCCC2C)o1 (stereo not drawn)
→ -1, -17, -1, 13, 18, -4, 14, 1, -1.0
- O=C(CCNC(=O)c1ccco1)Nc1ccc(Cl)cc1
→ -6, -1, -3, 4, -4, -1, -12, -2, -0.5
- CCN1CCCC1CNC(=O)c1ccc2c(c1)N(Cc1cccc(Cl)c1)C(=O)c1ccccc1S2(=O)=O (stereo not drawn)
→ -2, 41, -4, 7, -3, 3, 10, -2, 0.8
- CCOC(=O)CNC(=O)N1CCCC(C(=O)c2cccc(Cl)c2)C1 (stereo not drawn)
→ 3, 13, 2, 10, 3, -7, 4, 2, 0.0
- COc1ccc(C=O)cc1Oc1nc(Cl)ncc1F
→ 0, 0, -2, 0, -3, -14, 5, -3, 0.6
- COC(=O)C1CSc2[nH]c(=O)sc2C1c1ccccc1 (stereo not drawn)
→ 3, -37, -1, -7, 15, 14, 25, -4, -1.0
